# Screening results: PubChem, National Center for Advancing Translational Sciences (NCATS)
# FBPA Giardia inh = Giardia lamblia aldolase inhibition; A8B2U2; purified Giardia FBPA; Potency, µM (doses to about 59.6 µM), without a hit: at the highest dose activity, negative = inhibition, most hits filed as inhibitors; hit rate 0.71% among 290,000; also: potency is read from the fitted curve at half-maximal effect; % is scaled to controls: 0 for no effect and ±100 for the full control effect; nearly all actives have a fitted effect of over 55% in size
# Target sequence (A8B2U2 whole entry, looked up): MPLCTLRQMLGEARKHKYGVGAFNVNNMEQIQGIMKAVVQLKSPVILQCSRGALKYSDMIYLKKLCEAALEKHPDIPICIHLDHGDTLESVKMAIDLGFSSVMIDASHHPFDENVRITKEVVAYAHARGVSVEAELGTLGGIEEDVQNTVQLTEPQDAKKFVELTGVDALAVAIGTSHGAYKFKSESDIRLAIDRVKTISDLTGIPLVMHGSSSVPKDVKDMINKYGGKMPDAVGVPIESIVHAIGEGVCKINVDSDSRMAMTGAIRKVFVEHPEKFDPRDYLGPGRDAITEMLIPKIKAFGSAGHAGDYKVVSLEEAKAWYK
#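 40 nM FBPA preincubated 10 min at RT with compound (up to 57.5 uM final), then substrate plus GAPDH/TPI/NAD/arsenate coupling and diaphorase/resazurin added. Fluorescence read after 20 min at RT, 525/598 nm.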
# Pf growth 48h = inhibits P. falciparum growth in the first generation, 48 h. P. falciparum luciferase growth in erythrocytes, 48 h. Potency, µM (doses to about 28.7 µM), for inactives: at the highest dose activity change, negative = inhibition, actives largely listed as inhibitors. hit rate 5.9% among 310,000; also: potency is read from the fitted curve at half-maximal effect; % is scaled to controls: 0 for no effect and ±100 for the full control effect
#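 Erythrocytes infected with P. falciparum carrying an integrated firefly luciferase reporter (2% hematocrit, 0.1% parasitemia final) were exposed to compounds in RPMI 1640 with 0.5% Albumax at 37 C, 5% CO2. Growth inhibition was scored as reduced luminescence.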
# Pf growth 96h = P. falciparum growth inhibition at 96 hour, primary screen for plastid delayed-death inhibitors. P. falciparum luciferase reporter growth, 96 h. Potency, µM (titrated, usually from 28.7 µM), for the others: at the top dose activity change, negative = inhibition, hits mostly inhibitors. hit rate 6.9% among 320,000. AID 504834; also: potency is read from the fitted curve at half-maximal effect; % is scaled to controls: 0 for no effect and ±100 for the full control effect
#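 Delayed-death screen, second-generation endpoint: infected erythrocytes, 2% hematocrit, 0.05% parasitemia final; 96 hours at 37 C, 5% CO2; luciferase detection reagent; luminescence decrease equals reduced growth.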
# Cycloheximide cs = counter-screen for Shiga toxin inhibitors: cycloheximide protein synthesis inhibition; cell reporter, cycloheximide protein synthesis inhibition counterscreen; max response, %; hit rate 12% among 300,000; in the data active = max response mostly above about 13%, no sharp cut-off; inactive = mostly below about 14%; also: read at 38.3 µM for the half of the compounds with a filed dose; 0% is about no effect
# Sm TGR block = S. mansoni TGR enzyme inhibition. purified TGR, DTNB reduction, TNB absorbance 405 nm. Q962Y6. Potency, µM (highest dose often 114 µM), without a hit: at the highest dose activity change, negative = inhibition, usual class: inhibitors. hit rate 3% among 360,000; also: potency is read from the fitted curve at half-maximal effect; % is scaled to controls: 0 for no effect and ±100 for the full control effect; nearly all actives have a fitted effect of over 60% in size
#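 First, TGR (20 nM dispensed) and NADPH were mixed with compound. Second, a 15 min room-temperature incubation followed. Third, further NADPH and then DTNB were added to start the reaction. Finally, TNB absorbance was monitored kinetically.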
# Shiga inhibitor = blocks Shiga toxin action in Vero cells; Vero cells, Shiga toxin protein synthesis inhibition reporter; inhibition, % at 38.7 µM; hit rate 9.2% among 290,000; in the data active = inhibition mostly above about 28%, no sharp cut-off; inactive = mostly below about 43%; also: 0% is about no effect
# Active calls of the source: *; i = inactive; ? = inconclusive; nt = no result given; & = joins results of further samples; [ ] = remark or other dose. Unless noted, calls follow the shape of the dose curve; as a rule, active = well fitted curve in the direction sought with a large enough effect; inconclusive = small, poorly fitted or top-dose-only effect, or another doubt; inactive = no such curve, though single readings can be large; an effect the other way counts as inactive or inconclusive.
SMILES,FBPA Giardia inh,Pf growth 48h,Pf growth 96h,Cycloheximide cs,Sm TGR block,Shiga inhibitor
CC(C)c1ccc(C(CC(=O)O)NC(=O)c2cccs2)cc1 (configuration not stated),8%,-2%,25%,-4,8%,5
CC(=O)Oc1ccc2c3c(c(=O)oc2c1)CCCC3,4%,14%,-2%,2,-1%,nt
COc1ccccc1OCC(=O)N1CCN(S(=O)(=O)c2ccc(Cl)cc2)CC1,nt,?,?,nt,-11%,nt
CCOC(=O)CC(NC(=O)c1cccc2c1C(=O)N(Cc1cccnc1)C2)c1ccc(OCC)c(OC)c1 (configuration not stated),-1%,?,145%,-7,0%,4
COc1cc(C(=O)NCC(C)C)c([N+](=O)[O-])cc1OC,2%,2%,27%,-2,-16%,-8
CCOP(=O)(OCC)c1cc(C)c(O)c(C(C)(C)C)c1,-10%,?,4%,-3,-4%,-2
Cc1nc2sc(C(c3ccc(Cl)cc3)N3CCN(C(=O)c4ccco4)CC3)c(O)n2n1 (configuration not stated),2%,0%,?,-3,7%,-10
Cc1ccc2c(c1)nnn2C1CCN(CC(=O)NCc2ccccc2F)CC1,2%,?,21%,1,nt,39
CCCC1(CCC)NC(=O)N(CC(=O)c2cc(C)n(-c3ccc4c(c3)OCO4)c2C)C1=O,-1%,?,?,0,-6%,-5
N#CCN1CCC2(O)CCCCC2C1c1ccc2c(c1)OCO2 (configuration not stated),-9%,?,-4%,-3,11%,-5
O=C(CNC(=O)c1ccccc1F)NCCN1C(=O)S/C(=C\c2ccccc2Cl)C1=O,nt,8%,9%,10,20%,-21
CCOC(=O)c1cnc2c(C#N)c(C)nn2c1C,5%,-1%,32%[activator],9,7%,-13
C=CCn1c(SCC(N)=O)nnc1-c1cc2c(s1)CCC(CC)C2 (configuration not stated),5%,71%[activator],29%,29*,0%,77*
Cc1ccccc1N1C(=O)Cc2ccccc2C1=O,-16%,-21%,64%[activator],-1,37%[activator],-5
CCc1c(C2(O)CCCCC2)[nH]c2cnccc12,nt,?,?,nt,-33%,nt
Cc1cc(NC(=O)c2ccoc2C)ccc1Br,nt,67%[activator],381%[activator],nt,6%,nt
NC(=O)C1CCN(C(=O)CSCc2ccccc2Cl)CC1,8%,7%,-4%[5.75 µM],16,0%,5
CC(=O)Nc1ccc(C(=O)Nc2nc(-c3cc(C)n(Cc4ccccc4)c3C)cs2)cc1,-7%,?,4.1µM*,-3,-14%,-6
C=CCN=C1N[C@@H](c2ccc(Br)cc2)C(C(=O)OC)=C(C)N1Cc1ccccc1,-7%,?,?,-6,-11%,8
CC(NS(=O)(=O)c1ccc(Br)cc1)C(=O)Nc1nc2ccccc2[nH]1 (configuration not stated),nt,-18%,?,nt,?,nt
CCOC(=O)CCCNC(=O)CSc1nc2ccc(OCC)cc2[nH]1,-19%,?,-7%,5,-1%,-4
CCNS(=O)(=O)c1ccc(NC(=O)c2ccc(Cn3cc([N+](=O)[O-])cn3)o2)cc1,16%,?,?,5,-20%,23
CC(C)C(=O)Nc1ccccc1Cc1ccccc1,0%,?,1%,26,6%,43
O=C(c1ccco1)c1cn(CC(=O)N2CCCc3ccccc32)c2ccccc12,-1%,?,-8%,24*,-15%,16
CCn1c(COc2ccccc2C)nnc1SCC(=O)CC(=O)Nc1ccccc1OC,11%,?,19%,-4,-2%,-2
# Following part:
SMILES,FBPA Giardia inh,Pf growth 48h,Pf growth 96h,Cycloheximide cs,Sm TGR block,Shiga inhibitor
Cc1c(Br)c(=O)oc2cc(OCC(=O)N3C[C@H]4C[C@@H](C3)c3cccc(=O)n3C4)ccc12,4%,36%[activator],14%,-1,3%,-3
O=C(COC(=O)c1ccccc1OCC(=O)Nc1ccc(Br)cc1)Nc1ccccc1,4%,17%,?,-3,0%,-5
CCC1(CC)NC(=O)N(CC(=O)OCC(=O)Nc2ccccc2[N+](=O)[O-])C1=O,3%,4%,25%,8,-1%,-3
COc1ccc2[nH]cc(CCNS(=O)(=O)Cc3ccccc3)c2c1,0%,2%,49%[activator],1,1%,-4
Cc1ccc(S(=O)(=O)CCc2nnc(NC(=O)C3CCCCC3)s2)cc1,1%,5%,29%,-1,2%,4
C=Cc1ccc(C(=O)NC2CCCN(Cc3ccccc3F)C2)cc1 (configuration not stated),-1%,0%,?,-2,-13%,-6
CCOC(=O)N1CCC(N(CCN(C)C)C(=S)Nc2cc(C)ccc2C)CC1,5%,0%,?,-2,-16%,-8
Cc1sc2nc(SCC(=O)N(C)C)[nH]c(=O)c2c1C,-18%,7%,5%,-1,8%,8
Cc1cc(=O)oc2cc(NC(=O)c3c(Cl)cnn3C)ccc12,nt,29%,68%[activator],6,?,22
COc1ccc(NP(=O)(Nc2ccc(OC)cc2)Oc2ccccc2)cc1,0%,15%,5%,-1,-3%,-18
COC(=O)CNc1nc(C2CC2)nc2c1nnn2Cc1ccccc1Cl,2%,?,-19%,-1,-20%,5
CC(NC(=S)Nc1ccc(OC(F)F)c(Cl)c1)C(C)(C)C (configuration not stated),-6%,?,?,9,-2%,-1
CCOc1ccccc1C(=O)N[C@H](C(=O)Nc1nc2c(s1)CCCC2)C(C)C,-6%,?,?,21*,-6%,38*
CCOC(=O)c1oc2cccc(O)c2c1CN1CCOCC1,-8%,2%,-23%,-2,9%,-17
O=C(NCCCN1CCOCC1)C1CCN(S(=O)(=O)c2ccccc2)CC1,nt,2%,22%,nt,-5%,nt
CN1CCN(NC(=O)CN2C(=O)/C(=C/c3ccccc3F)SC2=S)CC1,-27%,-2%,34%[activator],1,-14%,15
COc1cccc(OCCSc2nc(N)cc(N)n2)c1,-5%,nt,8%,38*,-3%,81
CC1(c2ccccc2)NC(=O)N(CC(=O)Nc2cc(S(=O)(=O)N3CCOCC3)ccc2Cl)C1=O (configuration not stated),2%,-22%,-2%,-3,4%,2
Cc1ccc(Nc2c(-c3ccc(N(C)C)cc3)nc3ncccn23)cc1,0%,?,?,14,-1%,21
COc1cc(S(=O)(=O)n2nc(C)cc2C)ccc1Cl,7%,9%,71%[activator],1,19%,-6
CN(C)c1cc[n+](CC[n+]2ccc(N(C)C)cc2)cc1,nt,?,?,nt,2%,nt
Nc1cccnc1Sc1ccc(Cl)cc1,-10%,19%,23%,1,-16%,7
COc1cccc(NC(=O)Nc2cc(C(=O)NCC3CCCO3)ccc2N2CC3CC(C2)c2cccc(=O)n2C3)c1 (configuration not stated),nt,?,24%,-5,1%,9
O=C(c1cccc(F)c1)N1CCCC(C(=O)N2CCCCC2)C1 (configuration not stated),nt,-24%,?,-3,-5%,-13
COC(=O)c1ccc(COc2ncnc3sccc23)cc1,0%,2%,2%,9,1%,-9

# 12 of the compounds above, bar-delimited.
canonical_smiles | FBPA Giardia inh | Pf growth 48h | Pf growth 96h | Cycloheximide cs | Sm TGR block | Shiga inhibitor
Cc1c(Br)c(=O)oc2cc(OCC(=O)N3C[C@H]4C[C@@H](C3)c3cccc(=O)n3C4)ccc12 | 4% | 36%[activator] | 14% | -1 | 3% | -3
O=C(COC(=O)c1ccccc1OCC(=O)Nc1ccc(Br)cc1)Nc1ccccc1 | 4% | 17% | ? | -3 | 0% | -5
CCC1(CC)NC(=O)N(CC(=O)OCC(=O)Nc2ccccc2[N+](=O)[O-])C1=O | 3% | 4% | 25% | 8 | -1% | -3
COc1ccc2[nH]cc(CCNS(=O)(=O)Cc3ccccc3)c2c1 | 0% | 2% | 49%[activator] | 1 | 1% | -4
Cc1ccc(S(=O)(=O)CCc2nnc(NC(=O)C3CCCCC3)s2)cc1 | 1% | 5% | 29% | -1 | 2% | 4
C=Cc1ccc(C(=O)NC2CCCN(Cc3ccccc3F)C2)cc1 (configuration not stated) | -1% | 0% | ? | -2 | -13% | -6
CCOC(=O)N1CCC(N(CCN(C)C)C(=S)Nc2cc(C)ccc2C)CC1 | 5% | 0% | ? | -2 | -16% | -8
Cc1sc2nc(SCC(=O)N(C)C)[nH]c(=O)c2c1C | -18% | 7% | 5% | -1 | 8% | 8
Cc1cc(=O)oc2cc(NC(=O)c3c(Cl)cnn3C)ccc12 | nt | 29% | 68%[activator] | 6 | ? | 22
COc1ccc(NP(=O)(Nc2ccc(OC)cc2)Oc2ccccc2)cc1 | 0% | 15% | 5% | -1 | -3% | -18
COC(=O)CNc1nc(C2CC2)nc2c1nnn2Cc1ccccc1Cl | 2% | ? | -19% | -1 | -20% | 5
CC(NC(=S)Nc1ccc(OC(F)F)c(Cl)c1)C(C)(C)C (configuration not stated) | -6% | ? | ? | 9 | -2% | -1

# Carrying on:
SMILES,FBPA Giardia inh,Pf growth 48h,Pf growth 96h,Cycloheximide cs,Sm TGR block,Shiga inhibitor
CC(/C=N/NC(=O)c1ccccc1F)=C\c1ccccc1,4%,46%[activator],21%,47*,-13%,107*
COc1ccc(CN2CCN(S(=O)(=O)c3ccc(NC(C)=O)cc3)CC2)c(OC)c1OC,?,?,13µM*,6,4%&-5%,-6
O=C(CN1C(=O)NC2(CCCC2)C1=O)N1CCN(c2ccccc2Cl)CC1,nt,34%[activator],50%[activator],nt,-25%,nt
Cc1ccc(Oc2cc([N+](=O)[O-])cc3c2C(=O)Nc2ccccc2O3)cc1,-4%,?,44%[activator],12,-18%,-4
Cc1ccc2nc(C3CCN(CC(=O)N4CCCCCC4)CC3)[nH]c2c1,3%,-13%,?,-3,-6%,9
COc1ccc(NC(=O)C2=CC(c3cccs3)=NS(=O)(=O)N2C)cc1,12%,6%,-14%,1,-4%&-2%,-1
COc1ccccc1N1CCN(CCC(=O)Nc2ccc(F)cc2)CC1,7%,-5%,-6%,-2,-1%,-8
CCOc1ccc(OCC)c(NC(=O)CN(C)S(=O)(=O)c2cccc3nsnc23)c1,-23%,1.2µM*,nt,-3,2%,-12
CCOc1ccccc1N=NC1C(=O)N(C(N)=S)N=C1C (configuration not stated),-8%,nt,11%,-2,-2%,-2
CCCC/C=C/[C@H](c1ccccc1)[C@H](CO)Cc1ccc([N+](=O)[O-])cc1,-3%,nt,nt,6,nt,16
Cn1c(N2CCN(C(=O)C34CC5CC(CC(C5)C3)C4)CC2)nc2ccccc21,3%,-1%,26%,10,1%,-6
NC(=O)c1ccc(-c2csnn2)cc1,6%,12%,19%,1,11%,-10
Cn1c(CC(=O)Nc2ccc(F)cc2)nnc1SCC(=O)NC1CCCCC1,0%,11%,-8%,-2,-2%,-5
Cc1cc(OCC(O)CNC(C)(C)C)ccc1Cl (configuration not stated),-14%,?,?,0,7%,2
CC(=O)c1cccc(NC(=S)NCCC2=CCCCC2)c1,-6%,-5%,132%[activator],33*,4%,47*
O=C(Nc1ccnn1C1CCN(Cc2ccccc2)CC1)c1ccccc1Cl,nt,?,1%,-2,-20%,-3
Cc1nn(C)c(C(=O)NC(=S)Nc2ccc([N+](=O)[O-])cc2)c1Cl,13µM*,3%,-2%,2,-10%,-2
O=[N+]([O-])c1cccnc1N1CCN(c2ccc(F)cc2)CC1,4%,i,85%[activator],17,10%,5
COc1ccc2c(c1)C(NC(=O)C(F)(F)F)CC2=O (configuration not stated),3%,23%,11%,8,-1%,20
Cc1onc(-c2ccccc2Cl)c1C(=O)Nc1cccnc1,-18%,?,nt,3,-21%,23
CCOc1ccc(C2C(C#N)=C(N)SC(N)=C2C#N)cc1OC,?,?,-3%,-3,?,-14
COc1ccc(OC)c(NC(=O)CSc2nnc(Cc3cccn3C)n2-c2ccc(F)cc2)c1,4%,13µM*,-13%,-3,-33%,21
